Assay outcomes: PubChem BioAssay, National Center for Advancing Translational Sciences (NCATS)
ALDH1A1 block = qHTS Assay for Inhibitors of Aldehyde Dehydrogenase 1 (ALDH1A1); actives 7.3% (n = 220,000); Purified ALDH1A1, NADH fluorescence, propionaldehyde substrate; AID 1030, 2008; Potency, µM (series often up to 75.3 µM), for inactives: top-dose activity, negative = inhibition, actives largely listed as inhibitors; active means well fitted inhibition curve with a large enough effect, not every such curve was filed as active; inconclusive means small, poorly fitted or top-dose-only effect, or another doubt; inactive means no such curve, though single readings can be large or run the other way;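 further: plate controls were no enzyme wells and a reference inhibitor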
Target sequence (P00352 whole entry, looked up): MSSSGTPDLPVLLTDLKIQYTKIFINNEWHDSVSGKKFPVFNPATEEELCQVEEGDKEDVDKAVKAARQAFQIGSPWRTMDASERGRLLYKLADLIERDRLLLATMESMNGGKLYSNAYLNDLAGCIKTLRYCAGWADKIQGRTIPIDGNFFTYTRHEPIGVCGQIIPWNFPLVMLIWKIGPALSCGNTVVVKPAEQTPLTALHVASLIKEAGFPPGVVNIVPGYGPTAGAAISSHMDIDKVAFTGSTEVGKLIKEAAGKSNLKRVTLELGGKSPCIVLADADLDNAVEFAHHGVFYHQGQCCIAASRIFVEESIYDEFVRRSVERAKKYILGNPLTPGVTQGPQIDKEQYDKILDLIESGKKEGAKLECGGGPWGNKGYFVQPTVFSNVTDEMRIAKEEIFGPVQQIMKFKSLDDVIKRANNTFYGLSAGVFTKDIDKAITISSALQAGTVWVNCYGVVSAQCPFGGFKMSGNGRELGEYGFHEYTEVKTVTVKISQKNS
L3MBTL1 inh = qHTS Assay for the Inhibitors of L3MBTL1 | AlphaScreen L3MBTL1–H3K9me1 peptide binding | Potency, µM (series often up to 57.1 µM), for inactives: at the top dose activity, negative = inhibition, actives largely listed as inhibitors | actives 0.66% (n = 230,000) | Lethal(3)malignant brain tumor-like protein 1 (Homo sapiens), Q9Y468; further: nearly all actives have a fitted effect of over 60% in size
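First, the protein-peptide complex forms for 30 min at room temperature (L3MBTL1 50 nM, biotinylated H3K9me1 peptide 75 nM). Next, compounds are pin-transferred and incubated 30 min. Finally, AlphaScreen beads are added and read after 30 min.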
Tau fluor cs = Counterscreen qHTS for Inhibitors of Tau Fibril Formation, Fluorescence Polarization; Potency, µM (top dose mostly 57.7 µM), without a hit: at the top dose activity change, negative = decrease; actives 0.93% (n = 280,000); tau K18 P301L Alexa594 fluorescence, heparin fibrillization; further: nearly all actives have a fitted effect of over 55% in size
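Human tau K18 P301L (15 uM unlabeled, 0.24 uM Alexa 594-labeled) in 100 mM sodium acetate pH 7 with 20 uM heparin, 6 hr at 37 C. ThT 30 uM added, 1 hr ambient; Alexa 594 FP and total fluorescence read at 555/632 nm.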
TR SRC2 fluor cs = Total Fluorescence Counterscreen for Inhibitors of the Interaction of Thyroid Hormone Receptor and Steroid Receptor Coregulator 2 | Potency, µM (titrated, usually from 106 µM), inactives show at the top dose fluorescence change, negative = quenching | actives 0.29% (n = 280,000) | TRb/SRC2 Texas Red total fluorescence interference | AID 1479, 2009; active means well fitted curve in either direction with a large enough effect; inconclusive means small, poorly fitted or top-dose-only effect
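Human TRb ligand-binding domain at 0.6 uM with 20 nM Texas Red SRC2 peptide in Tris buffer containing 1 uM T3 and 5% DMSO, incubated with compound 5 h at ambient temperature. Total fluorescence (555/632 nm) calculated as parallel + 2 × perpendicular.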
aGal spleen mod = qHTS Assay for Inhibitors and Activators of Human alpha-Galactosidase From Spleen Homogenate | Alpha-galactosidase A (Homo sapiens), P06280 | human spleen homogenate, 4MU-alpha-Gal fluorescence, 40 min | Potency, µM (series often up to 80 µM), for the others: at the highest dose activity change, negative = inhibition, actives largely listed as inhibitors | actives 0.008% (n = 240,000) | AID 2107, 2009;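 further: 0% = enzyme with vehicle and -100% = no enzyme basal signal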
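Fluorogenic readout (Ex 365/Em 440 nm) of 4-methylumbelliferone released from 1 mM 4-MU-alpha-galactoside by spleen homogenate, 40 min at 37C, pH 5.0. Data normalized to no-enzyme and enzyme controls; Hill-equation AC50 from compound titrations.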
Tau ThT inhib = qHTS for Inhibitors of Tau Fibril Formation, Thioflavin T Binding; Potency, µM (top dose mostly 57.4 µM), inactives show at the highest dose activity, negative = inhibition, most hits filed as inhibitors; actives 2.1% (n = 270,000); recombinant tau K18 P301L, heparin-induced fibrillization, ThT fluorescence; Microtubule-associated protein tau (Homo sapiens), P10636; further: nearly all actives have a fitted effect of over 55% in size
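Using a mix of unlabeled (15 uM) and Alexa 594-labeled (0.24 uM) tau K18 P301L, heparin-triggered fibrillization over 6 hr at 37 C was scored by ThT fluorescence.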
Tau fibril FP = qHTS for Inhibitors of Tau Fibril Formation, Fluorescence Polarization; Potency, µM (highest dose often 57.7 µM), for the others: at the top dose activity, negative = inhibition, actives largely listed as inhibitors; actives 0.39% (n = 280,000); K18 P301L tau heparin fibrillization, Alexa594 FP, 6 h; AID 1468, 2008; further: nearly all actives have a fitted effect of over 55% in size
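Steps: dispense K18 P301L tau (15 uM plus 0.24 uM Alexa 594 tracer, final) in pH 7 sodium acetate; add compound; add heparin (20 uM final); incubate 6 hr, 37 C; add ThT (30 uM final); after 1 hr ambient, read FP.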
TRb-SRC2 inh = qHTS for Inhibitors of the Interaction of Thyroid Hormone Receptor and Steroid Receptor Coregulator 2. Thyroid hormone receptor beta (Homo sapiens), P10828. TRbeta-SRC2 peptide binding, fluorescence polarization; receptor liganded with 1 µM T3. Potency, µM (highest dose often 106 µM), for inactives: top-dose activity change, negative = inhibition, most hits filed as inhibitors. actives 0.065% (n = 280,000). AID 1469, 2008;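 further: plate controls were bound peptide for no effect and peptide without receptor for full effect; nearly all actives have a fitted effect of over 50% in size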
Target sequence (P10828 whole entry, looked up): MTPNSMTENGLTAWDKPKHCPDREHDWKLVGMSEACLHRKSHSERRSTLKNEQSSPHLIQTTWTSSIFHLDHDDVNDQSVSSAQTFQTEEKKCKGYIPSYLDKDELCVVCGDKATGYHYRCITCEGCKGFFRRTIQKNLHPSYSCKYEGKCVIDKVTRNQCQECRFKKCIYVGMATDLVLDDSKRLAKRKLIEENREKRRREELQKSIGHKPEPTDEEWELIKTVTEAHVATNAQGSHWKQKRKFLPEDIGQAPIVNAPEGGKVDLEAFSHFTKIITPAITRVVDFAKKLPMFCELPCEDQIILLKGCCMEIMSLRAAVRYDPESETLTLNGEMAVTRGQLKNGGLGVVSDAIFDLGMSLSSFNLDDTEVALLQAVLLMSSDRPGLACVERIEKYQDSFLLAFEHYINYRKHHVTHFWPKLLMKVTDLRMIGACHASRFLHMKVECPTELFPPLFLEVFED
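Fluorescence polarization of 20 nM Texas Red SRC2 peptide with 0.6 uM human TRb ligand-binding domain, in Tris buffer with 1uM T3 and 5% DMSO. Incubated 5 hr ambient; normalized to unbound and bound controls.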
An asterisk follows results filed as active; [ ] = another dose, or the depositor's remark. Unless noted, the call rests on the fitted dose curve; in most records, active means well fitted curve in the direction sought with a large enough effect; inconclusive means small, poorly fitted or top-dose-only effect, or another doubt; inactive means no such curve, though single readings can be large; an effect the other way counts as inactive or inconclusive. Unless noted, on the % scale 0 is the no-effect control and ±100 the full control effect; potency means the concentration at half of the fitted maximal effect.

The opening 4 records as a preview:
CCCN(CCC)C(=O)Cn1c(=O)n(CCCC(=O)NCc2ccco2)c(=O)c2sccc21 was read as ALDH1A1 block 1%, Tau fluor cs -4%, TR SRC2 fluor cs 0%, aGal spleen mod -3%, Tau ThT inhib -2%, Tau fibril FP -4% and TRb-SRC2 inh -4%.
Screening CCn1c(COc2ccc(C)cc2)nnc1SCc1nc2ccccc2[nH]1 returned ALDH1A1 block -9%, L3MBTL1 inh -6%, Tau fluor cs -12%, TR SRC2 fluor cs 0%, aGal spleen mod 1%, Tau ThT inhib -15%, Tau fibril FP 0% and TRb-SRC2 inh 2%.
For O=c1c2ccccc2nc2c3ccccc3c(NCCO)nn12 the results were ALDH1A1 block inconclusive, L3MBTL1 inh 1%, Tau fluor cs -6%, TR SRC2 fluor cs -2%, aGal spleen mod 4%, Tau ThT inhib -9%, Tau fibril FP -13% and TRb-SRC2 inh 9%.
For COc1ccc2oc(-c3ccc(C)c(NC(=O)COc4cc(C)cc(C)c4)c3)nc2c1 the results were Tau fluor cs -11%, TR SRC2 fluor cs 0%, Tau ThT inhib inconclusive, Tau fibril FP -16% and TRb-SRC2 inh 5%.

All compounds of this part, previewed entries included:
CCCN(CCC)C(=O)Cn1c(=O)n(CCCC(=O)NCc2ccco2)c(=O)c2sccc21 was read as ALDH1A1 block 1%, Tau fluor cs -4%, TR SRC2 fluor cs 0%, aGal spleen mod -3%, Tau ThT inhib -2%, Tau fibril FP -4% and TRb-SRC2 inh -4%.
Screening CCn1c(COc2ccc(C)cc2)nnc1SCc1nc2ccccc2[nH]1 returned ALDH1A1 block -9%, L3MBTL1 inh -6%, Tau fluor cs -12%, TR SRC2 fluor cs 0%, aGal spleen mod 1%, Tau ThT inhib -15%, Tau fibril FP 0% and TRb-SRC2 inh 2%.
For O=c1c2ccccc2nc2c3ccccc3c(NCCO)nn12 the results were ALDH1A1 block inconclusive, L3MBTL1 inh 1%, Tau fluor cs -6%, TR SRC2 fluor cs -2%, aGal spleen mod 4%, Tau ThT inhib -9%, Tau fibril FP -13% and TRb-SRC2 inh 9%.
For COc1ccc2oc(-c3ccc(C)c(NC(=O)COc4cc(C)cc(C)c4)c3)nc2c1 the results were Tau fluor cs -11%, TR SRC2 fluor cs 0%, Tau ThT inhib inconclusive, Tau fibril FP -16% and TRb-SRC2 inh 5%.
Screening COc1ccccc1CNC(=O)COc1ccc(C)nc1[N+](=O)[O-] returned ALDH1A1 block 8%, Tau fluor cs -16%, TR SRC2 fluor cs 2%, aGal spleen mod 0%, Tau ThT inhib -13%, Tau fibril FP -4% and TRb-SRC2 inh 6%.
CCC(=O)Nc1nc2c(s1)COc1ccccc1-2 was read as ALDH1A1 block inconclusive, L3MBTL1 inh 5%, Tau fluor cs -10%, TR SRC2 fluor cs -4%, aGal spleen mod -1%, Tau ThT inhib inconclusive, Tau fibril FP 0% and TRb-SRC2 inh 5%.
For Cc1ccc2c(c1)C(=O)CCN2 the results were ALDH1A1 block -3%, Tau fluor cs -1%, TR SRC2 fluor cs -1%, aGal spleen mod -2%, Tau ThT inhib -4%, Tau fibril FP 3% and TRb-SRC2 inh 4%.
`O=C(N/N=C/c1cn(-c2ccccc2)nc1-c1cc2ccccc2o1)c1ccncc1` gave ALDH1A1 block 7%, L3MBTL1 inh 0%, Tau fluor cs inconclusive, TR SRC2 fluor cs -2%, aGal spleen mod 1%, Tau ThT inhib 16%, Tau fibril FP inconclusive and TRb-SRC2 inh 0%.
COc1ccc(NC(=O)c2csc3c2CCCCC3)cc1 was read as Tau fluor cs -27%, TR SRC2 fluor cs -16%, Tau ThT inhib -6%, Tau fibril FP -6% and TRb-SRC2 inh -2%.
COc1cccc(-n2c(=O)c3sccc3n(Cc3cc(=O)n4cc(Cl)ccc4n3)c2=O)c1 was read as Tau fluor cs 2%, TR SRC2 fluor cs -12%, Tau ThT inhib -12%, Tau fibril FP 2% and TRb-SRC2 inh 4%.
`c1ccc(CNc2ncnc3scc(-c4cccs4)c23)nc1` gave ALDH1A1 block inconclusive, L3MBTL1 inh inconclusive, Tau fluor cs -4%, TR SRC2 fluor cs -1%, aGal spleen mod 4%, Tau ThT inhib -3%, Tau fibril FP 3% and TRb-SRC2 inh -4%.
For COc1ccc(CN2C(=O)CSC2c2ccncc2)cc1 (stereo unspecified) the results were ALDH1A1 block 4%, L3MBTL1 inh 10%, Tau fluor cs -16%, TR SRC2 fluor cs -1%, aGal spleen mod 4%, Tau ThT inhib -14%, Tau fibril FP 2% and TRb-SRC2 inh -8%.
Screening Cc1ccc(S(=O)(=O)NCCC(=O)NCCN2CCCCCC2)cc1 returned ALDH1A1 block 3%, L3MBTL1 inh -2%[11.4 µM], Tau fluor cs 0%, TR SRC2 fluor cs -1%, aGal spleen mod -1%, Tau ThT inhib -1%, Tau fibril FP 5% and TRb-SRC2 inh -9%.
Screening COc1cccc(NC(=O)CSc2nnc(-c3ccoc3C)n2CC2CCCO2)c1 (stereo unspecified) returned ALDH1A1 block 0%, L3MBTL1 inh 0%, Tau fluor cs -1%, TR SRC2 fluor cs -5%, aGal spleen mod 9%, Tau ThT inhib -3%, Tau fibril FP 5% and TRb-SRC2 inh -2%.
`FC(F)(F)c1cc(NC(=S)Nc2ccc3cc4ccccc4cc3c2)cc(C(F)(F)F)c1` gave ALDH1A1 block -9%, Tau fluor cs inconclusive, TR SRC2 fluor cs -1%, aGal spleen mod -7%, Tau ThT inhib inconclusive, Tau fibril FP 1% and TRb-SRC2 inh -6%.
`Cc1ccc(C(=O)CSc2nnc(CNc3ccc(F)cc3)o2)cc1` gave ALDH1A1 block 2%, Tau fluor cs -23%, TR SRC2 fluor cs -1%, aGal spleen mod -21%, Tau ThT inhib -12%, Tau fibril FP 1% and TRb-SRC2 inh -8%.
`COCCN(C(=O)CSc1nc2ccc(C)cc2[nH]1)c1c(N)n(Cc2ccccc2)c(=O)[nH]c1=O` gave ALDH1A1 block 6%, Tau fluor cs -6%, TR SRC2 fluor cs 2%, aGal spleen mod 3%, Tau ThT inhib -4%, Tau fibril FP -2% and TRb-SRC2 inh -3%.
`COc1ccc(-c2noc(COc3ccc4ccccc4c3Br)n2)cc1OC` gave ALDH1A1 block 7%, L3MBTL1 inh -7%, Tau fluor cs 1%, TR SRC2 fluor cs -2%, aGal spleen mod 15%, Tau ThT inhib inconclusive, Tau fibril FP 10% and TRb-SRC2 inh -12%.
`COc1ccc(/C=N/OCC(=O)N=Nc2c(O)[nH]c3ccc(Br)cc23)cc1OC` gave ALDH1A1 block 3%, L3MBTL1 inh -2%, Tau fluor cs inconclusive, TR SRC2 fluor cs -9%, aGal spleen mod 0%, Tau ThT inhib 18µM*, Tau fibril FP inconclusive and TRb-SRC2 inh 1%.
For CC(C)CCNC(=O)Cn1c2c(c(-c3ccccc3Cl)cc1=O)CCC2 the results were ALDH1A1 block inconclusive, L3MBTL1 inh 17%, Tau fluor cs -3%, TR SRC2 fluor cs -5%, aGal spleen mod -3%, Tau ThT inhib 0%, Tau fibril FP -1% and TRb-SRC2 inh -2%.
Cc1cc2ncn(C(=O)c3cc(-c4ccccc4)nc4ccccc34)c2cc1C was read as ALDH1A1 block inconclusive, L3MBTL1 inh 26%, Tau fluor cs -6%, TR SRC2 fluor cs -1%, aGal spleen mod 4%, Tau ThT inhib -6%, Tau fibril FP -7% and TRb-SRC2 inh 9%.
Screening COc1ccccc1CNC(=O)CSc1ccccc1 returned ALDH1A1 block -1%, L3MBTL1 inh 1%[11.4 µM], Tau fluor cs 8%, TR SRC2 fluor cs -5%, aGal spleen mod -3%, Tau ThT inhib 5%, Tau fibril FP 2% and TRb-SRC2 inh 11%.
`Cc1ccc(NC(=O)C(NC2CCCC2)c2ccccc2)cc1Cl` (stereo unspecified) gave ALDH1A1 block inconclusive, Tau fluor cs -20%, TR SRC2 fluor cs -3%, aGal spleen mod 2%, Tau ThT inhib -1%, Tau fibril FP -3% and TRb-SRC2 inh -4%.
Screening CC1OC(OCC2OC(Oc3c(-c4ccc(O)c(O)c4)oc4cc(O)cc(O)c4c3=O)C(O)C(O)C2O)C(O)C(O)C1O (stereo unspecified) returned ALDH1A1 block -6%, Tau fluor cs -17%, TR SRC2 fluor cs -6%, aGal spleen mod -9%, Tau ThT inhib inconclusive, Tau fibril FP -14% and TRb-SRC2 inh -7%.
For CC(C)C[C@@H](CC(=O)N[C@@H](CCC(=O)O)CC(=O)O)NC(=O)[C@@H]1CNCC[C@H]1NC(=O)C[C@H](CCCN)NC(=O)C[C@H](Cc1c[nH]c2ccccc12)NC(=O)[C@@H]1CCCC[C@H]1N the results were ALDH1A1 block -1%, Tau fluor cs 0%, TR SRC2 fluor cs -2%, aGal spleen mod -15%, Tau ThT inhib -5%, Tau fibril FP 7% and TRb-SRC2 inh -7%.
`CN1CCc2nc(SCC(=O)Nc3ccc(OC(F)(F)F)cc3)c(C#N)c(-c3cccs3)c2C1` gave ALDH1A1 block 3.2µM*, L3MBTL1 inh 17%, Tau fluor cs -3%, TR SRC2 fluor cs -9%, aGal spleen mod 5%, Tau ThT inhib 12%, Tau fibril FP -1% and TRb-SRC2 inh -2%.

This is a random part of the collection; 8.5% or so of the library scored in one or more.
